APJ antagonist – antagonists of human APJ apelin receptor. CHO-K1 APJ beta-arrestin complementation, luminescence. inhibition, % at 20 µM. 0.32% of 330,000 active. P35414;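 active = inhibition above about 40% at 20 µM, limit read from the data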;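 also: cells challenged with 10 nM apelin-13 agonist together with compound; plate controls were apelin-13 plus DMSO wells for no effect and DMSO wells lacking apelin-13 for full effect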
Target sequence (P35414 whole entry, looked up): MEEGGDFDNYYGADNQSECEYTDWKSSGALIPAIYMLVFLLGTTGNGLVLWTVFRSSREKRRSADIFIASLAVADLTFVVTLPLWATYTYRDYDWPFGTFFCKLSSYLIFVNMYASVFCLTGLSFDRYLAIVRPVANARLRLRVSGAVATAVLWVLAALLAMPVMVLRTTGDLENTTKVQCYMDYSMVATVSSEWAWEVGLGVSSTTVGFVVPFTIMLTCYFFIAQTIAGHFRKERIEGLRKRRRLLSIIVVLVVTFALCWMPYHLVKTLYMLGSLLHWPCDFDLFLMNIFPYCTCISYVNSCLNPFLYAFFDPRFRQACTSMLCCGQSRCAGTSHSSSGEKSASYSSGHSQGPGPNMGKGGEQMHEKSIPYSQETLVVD
tim10-1 inh – tim10-1 yeast growth inhibition | S. cerevisiae tim10-1 ts strain growth, BacTiter-Glo, 24 h | inhibition, % at 20 µM | 2.2% of 330,000 active;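 active = inhibition of at least 40%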;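 also: mutant grown at 25 °C; 0% = DMSO wells with yeast and 100% = wells holding no yeast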
APJ agonist – activates the human apelin receptor APJ | 0.11% of 330,000 active | CHO-K1 APJ PathHunter beta-arrestin, luminescence; 0% DMSO wells, 100% apelin | activation, % at 20 µM;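 active = activation more than six SD over the plate average, tested at 20 µM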;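 also: 0% = DMSO alone and 100% = apelin-13 at 10 nM; some results filed as inactive read as strong as hits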
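Assay system: CHO-K1 APJ beta-arrestin complementation cell line / Compound: single test compound dose, 20 µM final, 1% DMSO / Times: overnight seeding, 90 min compound at 25 °C, 1 h detection / Technique: beta-gal luminescence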
UPR CHOP act – apoptotic UPR (CHOP) activation; CHO-CHOP luciferase reporter, luminescence; percent of tunicamycin response over DMSO baseline; activation, % at 10 µM; 0.34% of 330,000 active; AID 449763;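 active = at 10 µM dose, activation of 40% or more, normalized to positive control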;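 also: 100% = tunicamycin at 10 µg/mL and 0% = DMSO alone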
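Assay system: CHO cells with stable CHOP pathway luciferase reporter; Buffer or medium: F12 plus 10% serum; Times: 16-18 h cell attachment, then 6 h compound exposure, 37 °C; Signal: luciferase luminescence; Read-out basis: percent activation relative to tunicamycin control; Control set: tunicamycin high control, DMSO low control.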
CXCR6 block – inhibitors of human CXCR6 receptor | O00574 | CHO-K1 PathHunter CXCR6 beta-arrestin, luminescence | inhibition, % at 20 µM | 0.36% of 360,000 active; in the data active = inhibition above about 34%, passing the limit was not always enough;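 also: antagonist mode with CXCL16 agonist at 10 nM final; 0% = 10 nM CXCL16 with DMSO and 100% = unstimulated wells without agonist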
Target sequence (O00574 whole entry, looked up): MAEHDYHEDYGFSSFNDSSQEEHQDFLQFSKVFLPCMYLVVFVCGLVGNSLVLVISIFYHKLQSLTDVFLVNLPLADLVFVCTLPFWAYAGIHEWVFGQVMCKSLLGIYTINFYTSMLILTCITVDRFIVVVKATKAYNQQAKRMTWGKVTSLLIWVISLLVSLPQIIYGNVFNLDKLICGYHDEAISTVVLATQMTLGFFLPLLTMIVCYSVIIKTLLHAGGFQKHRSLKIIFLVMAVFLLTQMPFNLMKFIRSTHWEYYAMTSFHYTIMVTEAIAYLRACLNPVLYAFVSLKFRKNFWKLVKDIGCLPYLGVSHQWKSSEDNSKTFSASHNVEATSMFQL
XBP1 UPR activ – adaptive UPR (XBP1) activation. activation, % at 20 µM. 0.33% of 330,000 active. CHO-XBP1 luciferase reporter, IRE1-XBP1 UPR activation, luminescence; percent of tunicamycin response, DMSO as zero;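 active = versus positive control, 20 µM dose yields 30% or more activation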;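 also: 100% = tunicamycin at 10 µg/mL and 0% = DMSO only wells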
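Assay system: IRE1-XBP1 luciferase reporter CHO line. Input: 1000 cells/well. Buffer or medium: F12 with 10% serum. Doses: 20 µM, 1% DMSO. Times: overnight seeding at 37 °C, 6 h compound treatment at 37 °C. Technique: Steady-Glo luciferase glow luminescence, 10 min after reagent addition.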
tim23-1 inh – tim23-1 yeast growth inhibition | S. cerevisiae tim23-1 growth, BacTiter-Glo luminescence, 24 h | inhibition, % at 20 µM | 1.3% of 330,000 active | AID 463212;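 active = growth inhibition of the mutant yeast at or above 50%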;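 also: temperature-sensitive mutant grown at 25 °C; plate controls were DMSO-treated mutant yeast for no effect and medium wells lacking yeast for full effect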
Mdm2 MdmX PPI – inhibitors of human Mdm2/MdmX interaction | O15151+Q00987 | SaOS-2 split-luciferase Mdm2/MdmX complementation, luminescence | inhibition, % at 8 µM | 3% of 330,000 active | AID 485346;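 active = inhibition of at least 50% at 8 µM in the primary screen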
TIM10 inh – growth inhibitors of TIM10 yeast strain; S. cerevisiae TIM10 strain growth, BacTiter-Glo luminescence, 24 h; inhibition, % at 10 µM; 1.4% of 330,000 active; AID 463195;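 active = inhibition of 40% or more at the single tested concentration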;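 also: wild-type TIM10 isogenic control strain grown at permissive 25 °C; 0% = DMSO yeast wells and 100% = minimal medium wells without yeast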
* = called active by the depositor. An excerpt; the hit share may differ from the screen's.

Field names: A = APJ antagonist; B = tim10-1 inh; C = APJ agonist; D = UPR CHOP act; E = CXCR6 block; F = XBP1 UPR activ; G = tim23-1 inh; H = Mdm2 MdmX PPI; I = TIM10 inh
CCOc1ccc(/C(O)=C2/C(=O)C(=O)N(CCN(CC)CC)C2c2cccs2)cc1 (stereo unspecified)
  A: 6	B: 6	C: -4	D: 5.9	E: 3	F: 5	G: 29	H: 4	I: -4

COc1ccc(CCNC(=O)c2cc3c(=O)n4ccccc4nc3n(CCCN3CCOCC3)c2=N)cc1
  A: -6	B: 12	C: -9	D: -2.7	E: 12	F: -6	G: -4	H: 54*	I: -7

COc1ccc(N(CC(O)CN2CCOCC2)S(=O)(=O)c2ccccc2)cc1 (stereo unspecified)
  A: -8	B: 0	C: -4	D: -1.4	E: 3	F: 4	G: 2	H: 3	I: 0

Cc1ccsc1C(=O)OCC(=O)N(Cc1ccccc1)C(C)C
  A: 10	B: 11	C: -2	D: -0.7	E: 10	F: -1	G: 24	H: 0	I: 14

CC12c3ccccc3C(c3ccccc31)C1C(=O)N(c3ccncc3)C(=O)C12 (stereo unspecified)
  A: 15	B: 22	C: -2	D: 0.2	E: 4	F: -1	G: 33	H: 0	I: 12

O=C(COC(=O)c1ccc(F)cc1F)Nc1cccnc1Cl
  A: 8	B: -5	C: -2	D: 1.7	E: 4	F: 2	G: 13	H: -6	I: -3

CCSc1nc2sc3c(c2c(=O)n1CC)CC(C)(C)OC3
  A: 20	B: -22	C: 3	D: 0.5	E: -4	F: -1	G: 11	H: 20	I: -1

Cc1ccc(CNC(=O)c2cc(-c3ccccc3C)nn2CC2CC(c3cccnc3)=NO2)cc1 (stereo unspecified)
  A: 0	B: 7	C: -2	D: 1.1	E: 2	F: -1	G: 4	H: 8	I: -7

CC(=O)Nc1ncc(Cc2cc(Cl)ccc2Cl)s1
  A: -10	B: 23	C: 0	D: -2.2	E: 7	F: 3	G: 20	H: 10	I: 35

CCN(CC)S(=O)(=O)c1cccc(NC(=O)c2cccc(S(=O)(=O)N3CCCC3)c2)c1
  A: -2	B: 14	C: -2	D: 0.6	E: 2	F: 0	G: 16	H: 9	I: 5

O=C(CSC1=NS(=O)(=O)c2ccccc2N1)c1ccccc1
  A: 25	B: -17	C: -4	D: 0.1	E: -10	F: 0	G: -5	H: -5	I: -7

Fc1ccc(Nc2ccc(-c3ccc(F)cc3)nn2)cc1
  A: -14	B: -13	C: -2	D: 5.9	E: -1	F: 9	G: -15	H: -35	I: 0

CS(=O)(=O)N1CCN(C(=O)c2cc(-c3ccccc3)nc3ccccc23)CC1
  A: -13	B: 16	C: -3	D: -0.5	E: -6	F: 1	G: 12	H: 17	I: 12

O=C(CCC(=O)Nc1ccc(F)cc1)N/N=C/c1ccc(O)cc1O
  A: 17	B: 14	C: -2	D: 2.8	E: 5	F: -1	G: 3	H: 3	I: 1

CCn1c(=O)c2sccc2n2c(CCCC(=O)NC3CCN(Cc4ccccc4)CC3)nnc12
  A: -28	B: 12	C: 4	D: 0.6	E: 2	F: -2	G: -11	H: 6	I: -9

CCOC(=O)c1sc(NC(=S)NC(=O)c2ccccc2)nc1C
  A: 25	B: 8	C: -3	D: 2.1	E: 1	F: 3	G: -7	H: -60	I: 13

CCCCC(=O)Nc1nnc(CCc2ccccc2)s1
  A: -12	B: 1	C: 2	D: 0.0	E: 12	F: -3	G: 7	H: 10	I: -11

Cc1ccc(C(=O)OCC(=O)c2c[nH]c3ccccc23)cc1NC(=O)c1ccco1
  A: -20	B: 10	C: 4	D: 1.2	E: -8	F: 4	G: 5	H: 11	I: 15

O=C(Cn1cnc([N+](=O)[O-])n1)c1ccccc1
  A: 18	B: 7	C: 0	D: 0.6	E: -9	F: -4	G: 19	H: -4	I: 18

O=C1CSC(c2ccccc2F)N1c1ccccc1F (stereo unspecified)
  A: 8	B: -5	C: -2	D: 2.1	E: 5	F: 2	G: -4	H: 3	I: 15

CN(C(=O)COC(=O)Cn1cnc2c1c(=O)n(C)c(=O)n2C)C1(C#N)CCCCC1
  A: -9	B: -7	C: -4	D: -2.4	E: 0	F: 1	G: -5	H: 23	I: 11

COc1ccc(N=C2O/C(=C/c3sc(=S)n(CC4CCCO4)c3O)N=C2C#N)cc1 (stereo unspecified)
  A: 19	B: -1	C: -7	D: 19	E: 4	F: -3	G: 8	H: 23	I: 5

COc1ccc(CNCCC2(O)CC(C)N(C)CC2C)cc1OC (stereo unspecified)
  A: -11	B: -20	C: -1	D: -1.2	E: 4	F: -2	G: -24	H: 5	I: -13

CCOC(=O)C#CC(CCc1ccccc1)OS(N)(=O)=O (stereo unspecified)
  A: -9	B: 10	C: 3	D: 0.8	E: -4	F: 6	G: 20	H: -21	I: 6

CCOC(=O)c1ccccc1NC(=O)CSc1nc2ccncc2[nH]1
  A: 5	B: -9	C: 0	D: 2.2	E: 2	F: 2	G: 4	H: 13	I: 2

Copied from the list.
CXCR6 block, COc1ccc(N=C2O/C(=C/c3sc(=S)n(CC4CCCO4)c3O)N=C2C#N)cc1 (stereo unspecified) → 4
tim10-1 inh, CCn1c(=O)c2sccc2n2c(CCCC(=O)NC3CCN(Cc4ccccc4)CC3)nnc12 → 12
TIM10 inh, Cc1ccc(C(=O)OCC(=O)c2c[nH]c3ccccc23)cc1NC(=O)c1ccco1 → 15
XBP1 UPR activ, CCCCC(=O)Nc1nnc(CCc2ccccc2)s1 → -3
tim23-1 inh, O=C1CSC(c2ccccc2F)N1c1ccccc1F (stereo unspecified) → -4
tim10-1 inh, O=C(CCC(=O)Nc1ccc(F)cc1)N/N=C/c1ccc(O)cc1O → 14
APJ antagonist, O=C(COC(=O)c1ccc(F)cc1F)Nc1cccnc1Cl → 8

Next compounds follow:
Field names: A = APJ antagonist; B = tim10-1 inh; C = APJ agonist; D = UPR CHOP act; E = CXCR6 block; F = XBP1 UPR activ; G = tim23-1 inh; H = Mdm2 MdmX PPI; I = TIM10 inh
CCOC(=O)C1(Cc2ccc(OC)cc2)CCN(S(C)(=O)=O)CC1
  A: 6	B: -24	C: -4	D: 1.9	E: 7	F: 0	G: 11	H: -16	I: -4

COc1ccc(-c2nnc(-c3ccc(Br)o3)o2)cc1OC
  A: 10	B: -13	C: -4	D: 2.2	E: 3	F: 3	G: 9	H: -11	I: 19

O=C1NC2=C(C(=O)CCC2)C(c2ccc([N+](=O)[O-])cc2)N1 (stereo unspecified)
  A: 13	B: -16	C: -2	D: -0.1	E: 6	F: -2	G: 10	H: -8	I: 9

O=C(N/N=C/c1cc(Br)ccc1O)c1ccccc1Cl
  A: -2	B: 36	C: 0	D: 0.6	E: 3	F: 4	G: 79*	H: 66*	I: 65*

Cc1noc(C)c1S(=O)(=O)N1CCCC(C(=O)NCCc2ccccc2)C1 (stereo unspecified)
  A: 1	B: 17	C: 0	D: -1.6	E: 4	F: 0	G: 0	H: -9	I: 3

O=C(CN1C(=O)NC2(CCSC2)C1=O)NCc1ccccc1 (stereo unspecified)
  A: -2	B: -4	C: -1	D: -1.9	E: -2	F: 3	G: 3	H: 15	I: -17

CCOC(=O)/C(C#N)=C/c1cn(CCOc2ccc(OC)cc2)c2ccccc12
  A: -1	B: 7	C: -4	D: -1.1	E: 7	F: 1	G: 5	H: 1	I: -11

N#Cc1c(Cl)nsc1NN
  A: 7	B: 39	C: -7	D: -1.0	E: 7	F: -1	G: 39	H: -21	I: 13

O=c1ccc(-c2ccccc2)nn1Cc1ccccc1F
  A: 3	B: 10	C: -1	D: 3.3	E: -8	F: -1	G: 30	H: 11	I: -7

CCc1ccc(OCCCCN(C)Cc2ccccc2)cc1
  A: -16	B: -15	C: -3	D: -0.2	E: 2	F: -1	G: -1	H: 26	I: -40

Cc1ccc(C(=O)OC2=CC(=O)CC(C)(C)C2)cc1
  A: -14	B: 31	C: -1	D: -0.7	E: -1	F: -2	G: 53*	H: 3	I: 24

O=C(CSc1n[nH]c(-c2cccnc2)n1)Nc1cccc(Cl)c1
  A: 18	B: 1	C: -1	D: 0.8	E: -2	F: -5	G: -1	H: 12	I: 1

CCN1CCN(C(=O)c2cc(COc3c(C)cccc3C)on2)CC1
  A: 7	B: 6	C: -2	D: 2.3	E: -6	F: -2	G: -2	H: 10	I: -6

COc1ccc(CN2CC(C(=O)N3CCOCC3)CC2=O)cc1 (stereo unspecified)
  A: -9	B: 8	C: -2	D: -1.9	E: -16	F: -6	G: 14	H: -10	I: 7

O=C(CSc1nnc(-c2ccccc2)o1)NCC1CCCCC1
  A: 24	B: 23	C: 2	D: -1.1	E: -15	F: -2	G: 28	H: -39	I: 4

CS(=O)(=O)Nc1ccc(C(=O)Nc2ccccc2Cl)cc1
  A: -13	B: 7	C: -3	D: 1.7	E: -3	F: -4	G: 4	H: 21	I: 12

Cc1ccnc(NC(=O)c2ccc(NC(=O)CC3SC(N4CCCC4)=NC3=O)cc2)c1 (stereo unspecified)
  A: 7	B: -14	C: 0	D: 2.7	E: 3	F: -4	G: -18	H: 12	I: -7

CC(=O)c1c(COC(=O)c2ccccc2)nc2ccccc2[n+]1[O-]
  A: -7	B: 10	C: 2	D: 0.7	E: -7	F: 1	G: 26	H: 3	I: 9

O=C1C2C3c4ccccc4C(c4ccccc43)[C@@H]2c2nc3ccccc3n21 (stereo partly specified)
  A: -2	B: 15	C: -4	D: -5.3	E: 9	F: -2	G: 3	H: 19	I: 0

Cc1nc(N2CCN(Cc3ccccc3)CC2)c(C#N)c2c1COC(C)(C)C2
  A: 2	B: 8	C: 1	D: -1.4	E: 0	F: -5	G: 1	H: 18	I: 5

O=C1Nc2ccc(NS(=O)(=O)c3cccs3)c3cccc1c23
  A: 16	B: 2	C: -5	D: 1.9	E: 19	F: 0	G: 11	H: 27	I: 6

COc1ccc(NC(=O)CN(C)S(=O)(=O)c2ccc3c(c2)NC(=O)CS3)cc1
  A: 17	B: -7	C: -6	D: 1.9	E: -2	F: -8	G: 8	H: 0	I: -4

CCCS(=O)(=O)N1CCC(C(=O)NCc2ccco2)CC1
  A: -8	B: -9	C: -7	D: -4.6	E: -10	F: -2	G: 7	H: 14	I: -15

Part of the list above in another layout.
SMILES | APJ antagonist | tim10-1 inh | APJ agonist | UPR CHOP act | CXCR6 block | XBP1 UPR activ | tim23-1 inh | Mdm2 MdmX PPI | TIM10 inh
COc1ccc(-c2nnc(-c3ccc(Br)o3)o2)cc1OC | 10 | -13 | -4 | 2.2 | 3 | 3 | 9 | -11 | 19
O=C(N/N=C/c1cc(Br)ccc1O)c1ccccc1Cl | -2 | 36 | 0 | 0.6 | 3 | 4 | 79* | 66* | 65*
CCN1CCN(C(=O)c2cc(COc3c(C)cccc3C)on2)CC1 | 7 | 6 | -2 | 2.3 | -6 | -2 | -2 | 10 | -6

Full records from above. Screens in order: APJ antagonist	tim10-1 inh	APJ agonist	UPR CHOP act	CXCR6 block	XBP1 UPR activ	tim23-1 inh	Mdm2 MdmX PPI	TIM10 inh
O=C(N/N=C/c1cc(Br)ccc1O)c1ccccc1Cl in the list: -2	36	0	0.6	3	4	79*	66*	65*
Cc1noc(C)c1S(=O)(=O)N1CCCC(C(=O)NCCc2ccccc2)C1 (stereo unspecified) in the list: 1	17	0	-1.6	4	0	0	-9	3

Assay outcomes (PubChem)
